# PP1 inh = blocks human PP1-alpha phosphatase, a PP5 counter-screen. inhibition, % at 6.7 µM. 320,000 tested, 0.9% active. purified PP1alpha, OMFP fluorescence. AID 2235;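 active means inhibition above the mean inhibition of all tested compounds plus 3 SD, computed separately for each screening campaign, cut at about 15% in these data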
# Target sequence (P62136 whole entry, looked up): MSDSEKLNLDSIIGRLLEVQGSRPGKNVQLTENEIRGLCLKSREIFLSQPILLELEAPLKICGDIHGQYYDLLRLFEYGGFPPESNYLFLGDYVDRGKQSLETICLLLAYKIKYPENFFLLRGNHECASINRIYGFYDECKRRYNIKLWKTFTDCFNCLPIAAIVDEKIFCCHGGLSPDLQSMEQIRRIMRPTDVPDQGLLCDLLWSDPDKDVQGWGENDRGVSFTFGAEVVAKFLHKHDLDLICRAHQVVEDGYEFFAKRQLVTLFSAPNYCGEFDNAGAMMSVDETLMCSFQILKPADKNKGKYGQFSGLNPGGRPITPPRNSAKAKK
# proCasp3 act = procaspase-3 (human) activation; P42574; recombinant procaspase-3 D3A, Ac-DEVD-pNA absorbance 405 nm; activation, % at 8.5 µM; 330,000 tested, 0.11% active;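 active means activation above the mean of all tested compounds plus 3 SD, cut at about 21% in these data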;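 further: 0% = DMSO alone and 100% = DMSO wells spiked with extra 5 µM PC-3 D3A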
# Target sequence (P42574 whole entry D9A/D28A/D175A): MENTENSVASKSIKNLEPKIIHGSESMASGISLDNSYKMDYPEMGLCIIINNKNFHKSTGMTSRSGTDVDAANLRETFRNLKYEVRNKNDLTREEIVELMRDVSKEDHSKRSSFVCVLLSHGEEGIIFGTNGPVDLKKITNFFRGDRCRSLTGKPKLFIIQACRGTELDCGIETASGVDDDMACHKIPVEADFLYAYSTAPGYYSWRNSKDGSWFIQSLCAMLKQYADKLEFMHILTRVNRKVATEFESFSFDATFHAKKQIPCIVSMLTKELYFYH
#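 Assay system: Procaspase-3 D3A mutant, all three cleavage aspartates alanine. Buffer or medium: Zinc-free HEPES saline buffer with Triton X-100. Times: 1 h compound preincubation, 2 h substrate hydrolysis at 25 °C. Measured by: 405 nm absorbance of p-nitroaniline, reads at 0 and 120 min. Read-out basis: percent activation relative to control range. Replicates: singlicate.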
# TPT1 inh = C. albicans TPT1 enzyme inhibition; 300,000 tested, 0.81% active; inhibition, % at 5 µM; recombinant caTPT1, FP RNA substrate dephosphorylation;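 active means inhibition above the mean of all tested compounds plus 3 SD, set per screening campaign, cut at about 24% in these data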;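 further: plate controls were DMSO alone for no effect and ferristatin control at 100 nM for full effect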
# PAFAH2 FP inh = inhibitors of human PAFAH2; AID 492956; recombinant PAFAH2, FP-rhodamine activity probe, fluorescence polarization; inhibition, % at 3.39 µM; Q99487; 340,000 tested, 0.99% active;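 active means inhibition above the mean over all tested compounds plus 3 SD, cut at about 30% in these data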;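 further: inhibitors block probe labeling of enzyme so polarization drops; 0% = enzyme with DMSO and 100% = wells lacking PAFAH2 protein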
# procasp7 counter = counter-screen: procaspase-7 (human) activation | P55210 | recombinant procaspase-7, Ac-DEVD-pNA absorbance 405 nm; D23A/D198A/D206A triple mutant, cannot self-cleave; scale: DMSO 0, 5 µM enzyme 100 | activation, % at 8.5 µM | 330,000 tested, 0.093% active | AID 463210;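 active means percent activation above the screen-wide mean plus 3 SD, cut at about 25% in these data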
# Target sequence (P55210 whole entry D23A/D198A/D206A): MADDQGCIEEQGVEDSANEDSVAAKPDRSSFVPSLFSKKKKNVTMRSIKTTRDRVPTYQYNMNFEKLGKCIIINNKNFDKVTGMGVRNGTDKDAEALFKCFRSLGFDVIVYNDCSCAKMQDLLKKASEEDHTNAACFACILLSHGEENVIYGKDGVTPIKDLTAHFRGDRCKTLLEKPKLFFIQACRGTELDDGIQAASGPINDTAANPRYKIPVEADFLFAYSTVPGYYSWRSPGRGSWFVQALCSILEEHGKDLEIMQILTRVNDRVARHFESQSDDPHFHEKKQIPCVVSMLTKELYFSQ
#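 Assay system: Uncleavable procaspase-7 mutant enzyme | Input: 2 µM procaspase-7 mutant as dispensed | Timing: 1 h compound preincubation, 2 h substrate cleavage, 25 °C | Repeats: One well per compound | Control set: DMSO wells as 0%, DMSO with 5 µM added PC-7 as 100% | Technique: Epi-absorbance of released pNA at 405 nm, two timepoints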
# AHR activator = activates the human aryl hydrocarbon receptor. P35869. AHR-responsive luciferase reporter cells, luminescence. activation, % at 5 µM. 320,000 tested, 2.5% active. AID 2796; in the data active means activation above about 47%;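 further: 0% = vehicle wells and 100% = reference agonist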
# Fh CTSL1 inh = blocks F. hepatica cathepsin L1 in PFM18AAP counter-screen | recombinant F. hepatica cathepsin L1, Z-Leu-Arg-MCA fluorescence | inhibition, % at 5.96 µM | 300,000 tested, 0.49% active | AID 1906;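 active means inhibition above the mean of all tested compounds plus 3 SD, set per screening campaign, cut at about 17% in these data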;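 further: 0% = plate median of test compound wells and 100% = 1 µM Z-Phe-Ala-diazomethylketone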
# PP5 inh = PP5 (human) phosphatase inhibition | purified PP5c, OMFP substrate fluorescence | inhibition, % at 6.7 µM | 320,000 tested, 0.18% active | AID 1987 | P53041;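 active means inhibition above the campaign's mean inhibition across all tested compounds plus 3 SD, cut at about 9.5% in these data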;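 further: 0% = DMSO only and 100% = 100 µM cantharidin control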
# core dimer inh = HCV core protein dimerization inhibition | 300,000 tested, 0.33% active | inhibition, % at 5 µM | TR-FRET GST/Flag-core106 dimerization, 1536-well;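 active means inhibition above the mean of all tested compounds plus 3 SD, set per screening campaign, cut at about 45% in these data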
#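 Assay system: Tagged HCV core106 pair (GST and Flag) | Buffer or medium: KF-containing HEPES buffer, pH 7.45, DTT, CHAPS, BSA | Also added: Eu donor and XL665 acceptor anti-tag antibodies | Dosing: One concentration, 5 µM, in 0.5% DMSO | Timing: 4 h at 22.5 °C | Technique: TR-FRET 671 and 617 nm emission | Repeats: Singlicate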
# Numbers without * were called inactive; . = no result given; & = joins results of further samples.
1. CCn1c(SCC(=O)Nc2ccc(C)cc2)nnc1-c1ccc(O)cc1
2. CCOC(=O)C(=CNc1cc(OC)ccc1-n1cccc1)C(=O)OCC
3. CC(C)C(C)NC(=O)CN1C(=O)NC(C)(c2ccc3ccccc3c2)C1=O (stereo not drawn)
4. Cc1ccc(NC(=O)CC2C(=O)NC3CCCCC3N2C(=O)c2ccc(F)cc2)cc1C (stereo not drawn)
5. CC(OCc1ccccc1)C(NC(=O)OC(C)(C)C)C(=O)NCC1CCCO1 (stereo not drawn)

entry no.	1	2	3	4	5
PP1 inh	1	-6	-2	-1	-3
proCasp3 act	8	5	0	3	6
TPT1 inh	0	1	0	-2	-1
PAFAH2 FP inh	-7	4	12	3	-6
procasp7 counter	-1	8	-2	1	9
AHR activator	8	12	0	1	2
Fh CTSL1 inh	-2	2	-1	-1	-2
PP5 inh	0.6	-2.8	-1.9	1.8	1.4
core dimer inh	-5	3	2	3	-1

# Gathered by group, the compounds so far containing nitrogen in an aromatic ring
1. CCn1c(SCC(=O)Nc2ccc(C)cc2)nnc1-c1ccc(O)cc1
2. CCOC(=O)C(=CNc1cc(OC)ccc1-n1cccc1)C(=O)OCC

entry no.	1	2
PP1 inh	1	-6
proCasp3 act	8	5
TPT1 inh	0	1
PAFAH2 FP inh	-7	4
procasp7 counter	-1	8
AHR activator	8	12
Fh CTSL1 inh	-2	2
PP5 inh	0.6	-2.8
core dimer inh	-5	3

# (cont.)
6. O=C(CSc1nnnn1-c1ccccc1)Nc1ccc(N2CCOCC2)cc1
7. S=C(NCc1ccccc1)NC1CCSc2ccccc21 (stereo not drawn)
8. C[C@]12CC[C@@H]3c4ccc(O)cc4C(=O)C[C@H]3[C@@H]1CC[C@@H]2O
9. O=C(C(=O)N1CCOCC1)c1cn(CCOc2ccccc2)c2ccccc12
10. COc1ccc(-n2nnc3c(=O)n(CC(=O)Nc4cc(C)on4)cnc32)cc1OC

entry no.	6	7	8	9	10
PP1 inh	-3	-2	-1	1	-4
proCasp3 act	-4	7	6	5	-8
TPT1 inh	-2	-2	-2	-3	5
PAFAH2 FP inh	-2	-4	-9	-5	5
procasp7 counter	5	2	-5	1	9
AHR activator	15	-3	-4	34	2
Fh CTSL1 inh	0	0	-9	0	-1
PP5 inh	-2.4	2.8	2.3	2.5	0.7
core dimer inh	1	8	0	0	-4

11. O=C(O)CCCN1C(=O)c2ccc(Oc3cccc([N+](=O)[O-])c3)cc2C1=O
12. C#Cc1ccc([C@@H]2C=C(C(=O)N3CCOCC3)O[C@H](OCCCCO)C2)cc1
13. CC(C)(C)N(Cc1ccccc1)C(=O)COC(=O)CN1C(=O)NC2(CCCC2)C1=O
14. CCOc1ncccc1C(=O)Nc1nc(SC)ns1
15. Cc1ccc(S(=O)(=O)CCC(=O)NCCN2C(=O)S/C(=C\c3ccccc3)C2=O)cc1

entry no.	11	12	13	14	15
PP1 inh	-2	-2	4	-4	-1
proCasp3 act	4	-7	6	4	-16
TPT1 inh	-1	2	2	-3	0
PAFAH2 FP inh	1	6	-4	-4	3
procasp7 counter	4	9	-1	-3	-14
AHR activator	-7	10	-1	21	19
Fh CTSL1 inh	-2	1	-2	-2	15
PP5 inh	2.9	5.3	2.9	-2.8	1.7
core dimer inh	1	3	-4	-3	2

# Look-ups from the list:
# Entry for CC(C)(C)N(Cc1ccccc1)C(=O)COC(=O)CN1C(=O)NC2(CCCC2)C1=O in Fh CTSL1 inh: -2
# Entry for CCOc1ncccc1C(=O)Nc1nc(SC)ns1 in Fh CTSL1 inh: -2
# Entry for Cc1ccc(S(=O)(=O)CCC(=O)NCCN2C(=O)S/C(=C\c3ccccc3)C2=O)cc1 in proCasp3 act: -16
# Entry for O=C(O)CCCN1C(=O)c2ccc(Oc3cccc([N+](=O)[O-])c3)cc2C1=O in PP1 inh: -2

# (more compounds)
16. COc1cccc(OCc2cc(C(=O)N3CCN(C4CCCCC4)C(=O)C3)no2)c1
17. O=C(Cn1nnc(-c2cccs2)n1)OC1CCCCC1
18. Cc1cc(C(=O)OC(C(=O)Nc2ccc(C)c(Cl)c2)c2ccccc2)c(C)o1 (stereo not drawn)
19. Cc1oc(-c2ccccc2F)nc1CN1CCC(C(=O)NCc2cccs2)CC1
20. O=c1c2c(-c3ccccc3)csc2nc2n1CCC2

entry no.	16	17	18	19	20
PP1 inh	2	-1	0	-4	0
proCasp3 act	0	-1	-7	15	-3
TPT1 inh	-6	2	1	-2	-2
PAFAH2 FP inh	7	-8	-44	4	-3
procasp7 counter	5	10	5	-1	-8
AHR activator	0	-3	3	-1	9
Fh CTSL1 inh	3	0	-1	0	-1
PP5 inh	-0.2	2.0	1.6	-2.8	-0.4
core dimer inh	3	0	-4	-2	15

21. C=CCCC(=O)N(C)CCO
22. CCOc1ccccc1NC(=O)c1ccccc1N(C)S(=O)(=O)c1ccc(C)cc1
23. Cc1ccc(NS(=O)(=O)c2ccc3c(c2)NC(=O)C(C)C(=O)N3)c(Cl)c1 (stereo not drawn)
24. Cc1cc(C)c(OCCN2CC(C)OC(C)C2)c(Br)c1 (stereo not drawn)
25. COc1cccc(CNn2cnnc2)c1OCc1ccccc1F

entry no.	21	22	23	24	25
PP1 inh	0	1	-2	3	-2
proCasp3 act	-1	2	-3	-9	-3
TPT1 inh	-2	-1	-2	-1	4
PAFAH2 FP inh	-3	-9	3	0	-1
procasp7 counter	-3	-7	2	6	0
AHR activator	-2	0	0	21	6
Fh CTSL1 inh	5	0	1	-1	0
PP5 inh	0.4	0.8	-1.4	0.4	-1.4
core dimer inh	-1	-1	-17	-1	-3

26. COc1ccc(S(=O)(=O)N2CCOCC2)cc1NC(=O)CN1CCN(C)CC1
27. Cc1cc(C)c2c(N)c3cccc(C)c3nc2n1
28. Cc1ccc(Cn2c(SCCN3CCOCC3)nc3c2c(=O)n(C)c(=O)n3C)cc1
29. CCCNC(=O)c1onc(CSc2ccc(Cl)cc2)c1C(=O)NC(C)C
30. CC(C)c1ccc(NC(=O)CN2C(=O)COc3ccc(S(=O)(=O)N4CCOCC4)cc32)cc1

entry no.	26	27	28	29	30
PP1 inh	-6	-2	1	-6	-4
proCasp3 act	10	-6	3	5	-2
TPT1 inh	-1	12	0	-8	3
PAFAH2 FP inh	8	0	5	-4	0
procasp7 counter	5	-1	9	-6	4
AHR activator	2	69*	-1	1	1
Fh CTSL1 inh	-2	-2	1	-2	0
PP5 inh	-0.6	0.3	-1.4	1.9	0.2
core dimer inh	2	-10	-4	13	3

# Compound profiles, from the list above. Screens in order: PP1 inh, proCasp3 act, TPT1 inh, PAFAH2 FP inh, procasp7 counter, AHR activator, Fh CTSL1 inh, PP5 inh, core dimer inh
# Cc1cc(C)c2c(N)c3cccc(C)c3nc2n1 as listed: -2, -6, 12, 0, -1, 69*, -2, 0.3, -10
# CCCNC(=O)c1onc(CSc2ccc(Cl)cc2)c1C(=O)NC(C)C as listed: -6, 5, -8, -4, -6, 1, -2, 1.9, 13

# Next part:
31. CC(=O)Nc1ccc(S(=O)(=O)N2CCC(C(=O)NCc3ccco3)CC2)cc1
32. CCSc1nnc(NC(=O)C(CC)Oc2ccccc2)s1 (stereo not drawn)
33. CCN(CC)c1ccc(/C=C2/C(=O)N(c3ccc([N+](=O)[O-])cc3)N=C2N2CCOCC2)cc1
34. Cc1cccc(NC(=O)c2cc(-c3cc(C)cc(C)c3O)n[nH]2)c1
35. COc1ccccc1N1CC(C)(C)C(=O)N(C(=O)c2ccc(Cl)cc2)C1=S

entry no.	31	32	33	34	35
PP1 inh	-1	-2	-1	1	-3
proCasp3 act	9	9	-7	12	-2
TPT1 inh	1	-5	-6	-1	1
PAFAH2 FP inh	3	6	.	-32	-4
procasp7 counter	4	5	4	9	4
AHR activator	1	-1	1	66*	13
Fh CTSL1 inh	-2	-2	1	-6	-2
PP5 inh	0.6	-0.6	2.4	4.0	2.5
core dimer inh	-4	-3	2	4	2

36. OC(CN1CCOCC1)Cn1c2ccccc2c2ccccc21 (stereo not drawn)
37. C=CCNC(=O)c1c(CSc2ccc(Cl)cc2)noc1C(=O)NCc1ccccc1
38. CN(Cc1ccccc1)C(=O)c1nc[nH]c1C(=O)N(C)Cc1ccccc1
39. COc1ccc(NC(=S)Nc2ccccc2)cc1
40. CC1(Cc2ccc3c(c2)OCO3)NC(=O)NC1=O (stereo not drawn)

entry no.	36	37	38	39	40
PP1 inh	-6	2	-3	-1&-4	1
proCasp3 act	-3	5	5	-2&4	1
TPT1 inh	-1	-4	.	-2&1	2
PAFAH2 FP inh	-7	-15	1	-4&6	2
procasp7 counter	2	2	15	-14&-13	-13
AHR activator	8	1	0	1&0	-2
Fh CTSL1 inh	-10	0	.	-6&-4	-3
PP5 inh	0.6	3.9	-0.6	-0.8&-0.4	1.5
core dimer inh	1	-7	.	3&7	-5

# The list goes on, starting with the last 2 of the part before.
39. COc1ccc(NC(=S)Nc2ccccc2)cc1
40. CC1(Cc2ccc3c(c2)OCO3)NC(=O)NC1=O (stereo not drawn)
41. CCOC(=O)CSc1nc2c(sc(=S)n2-c2ccccc2)c(=O)[nH]1
42. COc1ccccc1OCCNC(=O)c1cc(F)c(F)cc1Cl
43. O=C(O)CCn1cc(/C=C2/NC(=S)N(c3ccccc3)C2=O)c(-c2ccccc2)n1
44. CCOC(=O)N1CCN(C(=O)CSCC(=O)Nc2nc(-c3cccs3)cs2)CC1
45. COc1ccc(-c2cccc(NC(=O)c3ccc4c(c3)OCO4)c2)nn1
46. CN(N)c1nc(N2CCCC2)nc(N2CCCC2)n1
47. O=[N+]([O-])c1ccc(N2CCN(S(=O)(=O)c3ccccc3)CC2)c2cccnc12
48. Cc1cccc(-n2nnc3c(=O)n(Cc4ccccn4)cnc32)c1

entry no.	39	40	41	42	43	44	45	46	47	48
PP1 inh	-1&-4	1	0	-2	0	1	-7	0	4	1
proCasp3 act	-2&4	1	-9	1	-10	0	-3	2	15	-3
TPT1 inh	-2&1	2	4	-2	1	2	0	-2	4	1
PAFAH2 FP inh	-4&6	2	-4	-3	-5	-1	2	1	3	1
procasp7 counter	-14&-13	-13	10	7	-1	-2	3	4	-4	-3
AHR activator	1&0	-2	2	11	5	3	65*	6	0	3
Fh CTSL1 inh	-6&-4	-3	-2	-4	1	-1	-5	-7	-4	-6
PP5 inh	-0.8&-0.4	1.5	-2.6	-1.9	1.4	0.8	1.2	-0.1	1.4	0.8
core dimer inh	3&7	-5	6	-3	-18	0	3	-2	8	0
